Assay outcomes: PubChem BioAssay, several laboratories
PLAP inhibition – PLAP enzyme inhibitors, biochemical, luminescence, HTS (AID 690). purified PLAP, luminescent substrate; higher % means a stronger effect. one-dose inhibition, % at 20 µM; IC50 in µM for titrated hits. 96,000 tested, 0.08% active; in the data active means a potency from the dose series; inactive means the rest, 99 in 100 with inhibition below about 30%; further: strong numbers were not always called active
IL1B NFkB inh – blocks IL-1B driven NFkB nuclear translocation in HUVEC cells; 94,000 tested, 0.43% active; inhibition, % at 2 µM; HUVEC IL-1B NFkB p65 nuclear translocation imaging;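 active means inhibition above about 30% together with a positive call from visual inspection of the well image, limit read from the data; inconclusive means inhibition above a set limit but visual check negative; inactive means inhibition not above a set limit, visual check negative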;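 further: nuclear over cytoplasmic p65 intensity ratio measured by imaging; 0% = IL-1B stimulated DMSO wells and 100% = unstimulated DMSO wells; values of inactives mirror those of a sister screen read the other way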
MRP reversal – MRP-mediated drug resistance reversal. H69AR cells + 2 uM doxorubicin, CellTiter-Glo, 72 h. differential viability (reversal), % at 10 µM. 85,000 tested, 0.04% active. AID 602;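 active means viability drop by adding the cancer drug above about 55%, with treated viability meeting a 40% cutoff, limit read from the data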;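 further: viability without doxorubicin minus viability with 2 µM doxorubicin for each compound; larger differential means the compound sensitizes cells more to doxorubicin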
Bcl-B displacement – displacers of TR3 peptide from Bcl-B, primary screen, selectivity assay for Bfl-1 inhibitor project, biochemical, fluorescence polarization; displacement, % at 20 µM; hits with a dose series show IC50 in µM; FP displacement of FITC-TR3 peptide from Bcl-B; higher % means a stronger effect; 96,000 tested, 0.11% active; AID 748;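 active means displacement above 50% at 20 µM plus a fluorescence interference ratio under 1.5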;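 further: plate controls were wells without compound for no effect and wells lacking Bcl-B protein for full effect; a part of the inactive calls stands beside numbers as strong as those of hits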
NFkB transloc pot – enhances IL-1B driven NFkB nuclear translocation; HUVEC IL-1B NFkB p65 nuclear translocation imaging; 94,000 tested, 0.3% active; AID 819; activation, % at 2 µM;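 active means activation above 40%, about the mean plus 3 SD, also judged a hit on visual image review; inconclusive means activation above 40% but not a hit on visual review; inactive means activation not above 40% and no visual hit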;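 further: percent activation is computed from the nuclear over cytoplasmic p65 intensity ratio; values of inactives mirror those of a sister screen read the other way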
MRP reversal cytotoxicity – recorded beside MRP reversal, whose call it bears; viability, %; H69AR cells, CellTiter-Glo, 72 h; measured here: cytotoxicity without doxorubicin
MRP reversal with doxorubicin – second read-out of MRP reversal, no call of its own (marks repeat the call); viability, %; measured here: viability with 2 uM doxorubicin; stronger effect = lower value
IL1B NFkB inh cell count 2 µM – further read-out of IL1B NFkB inh, marked with its call; cell count; measured here: cells passing quality filter;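 raw number of nuclei counted in each imaged well without normalization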
NFkB transloc pot cell count 2 µM – recorded beside NFkB transloc pot, whose call it bears; cell count; measured here: cells passing quality filter
Numbers without * were called inactive; ? = inconclusive; nt = not tested or not shown. Some of the compounds tested, so the mix of outcomes need not match the whole.

compound	PLAP inhibition	IL1B NFkB inh	IL1B NFkB inh cell count 2 µM	MRP reversal	MRP reversal cytotoxicity	MRP reversal with doxorubicin	Bcl-B displacement	NFkB transloc pot	NFkB transloc pot cell count 2 µM
COCCn1c(C)cc(C(=O)COC(=O)c2c(C)nn(Cc3ccccc3)c2C)c1C	-27%	-33	146	1	88	87	-2%	33	146
COc1ccc(N2C(=O)C(Cl)=C(Nc3ccccc3O)C2=O)cc1	-8%	-5	180	-13	64	77	-4%	5	180
O=C1/C(=C\c2cccnc2)SC(=S)N1C1CCS(=O)(=O)C1 (stereo not given)	-48%	-18	140	nt	nt	nt	-1%	18	140
COc1ccc(NC(=O)CCC(=O)Nc2nnc(C(F)(F)F)s2)c(OC)c1	11%	-28	189	1	92	91	-3%	28	189
Cc1ccc(-c2nc3sc4c(c3c(=O)n2N)CCCC4)cc1	19%	-18	57	-11	67	78	18%	18	57
Cc1occc1-c1n[nH]c(=S)n1CC(C)C	nt	-3	130	3	89	86	nt	3	130
Cn1c(COc2ccc3ccccc3c2)nnc1SCC(=O)O	-27%	2	118	2	103	100	-8%	-2	118
CC(=O)N1CC=C2C(C#N)=C(N)C(C#N)(C#N)[C@H](c3ccoc3)[C@H]2C1	-5%	4	72	-9	67	76	41%	-4	72
N/C(Cc1cccs1)=N\OC(=O)COc1ccc(Br)cc1Cl	8%	-15	74	-9	76	85	-2%	15	74
Cc1cc(NC(=O)C2CCCC2)n(-c2nc3ccccc3[nH]2)n1	2%	-10	175	-1	52	53	-14%	10	175
O=C(CCS(=O)CCC(=O)NCc1ccccc1)NCc1ccccc1	14%	6	146	7	92	85	2%	-6	146
CCOC(=O)CNC1CC(=O)N(c2cccc(Cl)c2)C1=O (stereo not given)	-40%	-11	180	nt	nt	nt	18%	11	180

More structures follow:
compound	PLAP inhibition	IL1B NFkB inh	IL1B NFkB inh cell count 2 µM	MRP reversal	MRP reversal cytotoxicity	MRP reversal with doxorubicin	Bcl-B displacement	NFkB transloc pot	NFkB transloc pot cell count 2 µM
Cc1cc(Cl)ccc1OCCCC(=O)N1CCN(C)CC1	-32%	-7	173	-2	83	85	-8%	7	173
COc1ccc(C)cc1S(=O)(=O)N1CCCC(C(=O)NCC2CCCO2)C1 (stereo not given)	-2%	-4	143	-8	82	90	-8%	4	143
Cc1c(C(=O)N2CCN(c3ncccn3)CC2)sc2nc3n(c(=O)c12)CCCC3	2%	4	52	20	97	77	-2%	-4	52
Cc1cccc(C(=O)O/N=C2\CCCc3ccccc32)c1	4%	6	144	nt	nt	nt	1%	-6	144
COc1cc2nc(C3CCC3)n(NC(=O)C3CCCC(OC)C3)c(=O)c2cc1OC (stereo not given)	-32%	nt	nt	-7	103	110	-1%	nt	nt
c1ccc(Cn2c(Sc3nnnn3-c3ccccc3)nnc2-c2ccccc2)cc1	24%	-42	125	-4	55	59	-4%	?	nt
O=S(=O)(NCC(c1cccnc1)N1CCN(c2ccc(F)cc2)CC1)c1ccc(F)cc1 (stereo not given)	-19%	21	39	nt	nt	nt	16%	-21	39
O=C(Cn1nc(Cl)nc1Cl)Nc1ccccc1	3%	nt	nt	9	106	98	0%	nt	nt
Cc1cccc(NC(=O)COc2ccccc2C)n1	-40%	-9	130	11	97	87	-4%	9	130
CCCn1c(=O)c(C(=O)Nc2ccccc2C(=O)OC)c(O)c2ccccc21	-64%	nt	nt	-3	99	102	-28%	nt	nt
COc1ccc(CC(=O)N2CC3(C)CC2CC(C)(C)C3)cc1OC (stereo not given)	-31%	-11	114	-1	87	89	-1%	11	114
COc1ccc(CCNc2oc(COc3ccc(Br)cc3)nc2C#N)cc1OC	-55%	-28	192	32	75	43	-1%	28	192

(list continues)
compound	PLAP inhibition	IL1B NFkB inh	IL1B NFkB inh cell count 2 µM	MRP reversal	MRP reversal cytotoxicity	MRP reversal with doxorubicin	Bcl-B displacement	NFkB transloc pot	NFkB transloc pot cell count 2 µM
Cc1ccc(N2CC(C(=O)Nc3ccc4c(c3)OCCO4)CC2=O)cc1 (stereo not given)	19%	4	162	5	104	99	2%	-4	162
O=C(C1CCC(=O)N1Cc1ccccc1Cl)N1CCN(c2ccc(F)cc2)CC1 (stereo not given)	-20%	-5	22	-4	86	90	-2%	5	22
C[N+](C)(C)CCN(Cc1ccc(Cl)cc1)c1ccccn1	28%	5	172	-2	81	83	-5%	-5	172
O=C(C1=C(O)/C(=C/c2ccc(O)cc2)CCC1)C(F)(F)F	nt	-2	148	-23	29	52	nt	3	148
c1ccc(Nc2nc(N3CCCC3)nc(N3CCCC3)n2)cc1	28%	-16	134	-13	40	53	-7%	16	134
CN1/C(=C\C(=O)COC(=O)Cn2nnc(-c3ccccc3)n2)C(C)(C)c2ccccc21	3%	-14	211	14	92	78	-53%	14	211
O=C(NCC1CCCO1)C12CN(Cc3ccccc3)CC1C(c1cccc([N+](=O)[O-])c1)=NO2 (stereo not given)	-86%	-2	173	nt	nt	nt	-2%	2	173
N#Cc1nc(-c2ccc(F)cc2)oc1N1CCCC1	0%	22	128	11	88	76	-3%	-22	128
COC(=O)c1ccccc1NC(=O)Cn1nnc(-c2ccc(OC)cc2)n1	nt	-4	111	-18	71	89	nt	4	111
COc1ccccc1C(=O)N1CCC(C(=O)c2ccc(F)cc2)CC1	-1%	-3	181	26	102	77	-1%	3	181
CS(=O)(=O)N(CC(=O)O)c1cc(Cl)cc(Cl)c1	12%	9	133	8	101	93	-9%	-9	133
CCn1c(/C=C2/C(=O)N(C)c3ccccc32)nc2ccccc2c1=O	-1%	-36	157	nt	nt	nt	-3%	36	157

Additional structures
compound	PLAP inhibition	IL1B NFkB inh	IL1B NFkB inh cell count 2 µM	MRP reversal	MRP reversal cytotoxicity	MRP reversal with doxorubicin	Bcl-B displacement	NFkB transloc pot	NFkB transloc pot cell count 2 µM
COC(=O)n1c(=O)oc2ccccc21	12%	-11	110	-7	92	99	3%	11	110
c1ccc(CCc2nn3c(Cn4nnc5ccccc54)nnc3s2)cc1	-20%	nt	nt	nt	nt	nt	8%	nt	nt
CCCCOC(=O)c1cccc(NC(=O)CCC(=O)O)c1	6%	0	192	18	110	91	-4%	0	192
Cc1cc(C)cc(N2C(=O)CC(n3nc(C)cc3C)C2=O)c1 (stereo not given)	-17%	-17	172	20	102	81	4%	17	172
CCOC(=O)c1oc2ccccc2c1CN1CCN(c2ccccc2)CC1	-53%	-6	179	3	89	86	-7%	6	179
FC(F)(F)c1ccc(N2CCN(c3cc(-c4ccccc4)nc4ncnn34)CC2)nc1	8%	-22	100	nt	nt	nt	-36%	22	100
CCOC(=O)c1cnc(SCc2ccccc2)nc1N	15%	5	81	5	93	88	4%	-5	81
CCOC(=O)Nc1ccc2c(c1)N(C(=O)CCN1CCN(C)CC1)c1ccccc1S2	-45%	4	156	-1	74	75	-16%	-4	156
CCOCCCNS(=O)(=O)c1ccccc1	8%	-10	150	9	100	91	-7%	10	150
CC1=CC(C)(C)Nc2ccc(OC(=O)C(C)N3C(=O)c4ccccc4C3=O)cc21 (stereo not given)	-26%	13	181	nt	nt	nt	3%	-13	181
COc1ccc(N2CCN(C3CC(=O)NC3=O)CC2)cc1 (stereo not given)	14%	-11	86	-4	98	102	-20%	11	86
O=c1c(Cl)c(NCCCO)cnn1-c1nc2ccccc2[nH]1	-14%	7	130	0	1	0	-5%	-7	130

Part of the list above, with two lines to a compound:
Each structure is followed by: PLAP inhibition | IL1B NFkB inh | IL1B NFkB inh cell count 2 µM | MRP reversal | MRP reversal cytotoxicity | MRP reversal with doxorubicin | Bcl-B displacement | NFkB transloc pot | NFkB transloc pot cell count 2 µM
> COc1ccc(NC(=O)CCC(=O)Nc2nnc(C(F)(F)F)s2)c(OC)c1
  11% | -28 | 189 | 1 | 92 | 91 | -3% | 28 | 189
> Cc1ccc(-c2nc3sc4c(c3c(=O)n2N)CCCC4)cc1
  19% | -18 | 57 | -11 | 67 | 78 | 18% | 18 | 57
> Cc1occc1-c1n[nH]c(=S)n1CC(C)C
  nt | -3 | 130 | 3 | 89 | 86 | nt | 3 | 130
> Cn1c(COc2ccc3ccccc3c2)nnc1SCC(=O)O
  -27% | 2 | 118 | 2 | 103 | 100 | -8% | -2 | 118
> CC(=O)N1CC=C2C(C#N)=C(N)C(C#N)(C#N)[C@H](c3ccoc3)[C@H]2C1
  -5% | 4 | 72 | -9 | 67 | 76 | 41% | -4 | 72

(next part)
compound	PLAP inhibition	IL1B NFkB inh	IL1B NFkB inh cell count 2 µM	MRP reversal	MRP reversal cytotoxicity	MRP reversal with doxorubicin	Bcl-B displacement	NFkB transloc pot	NFkB transloc pot cell count 2 µM
CCCC(C)NC(=O)c1cc(Cl)ccc1OC (stereo not given)	6%	-2	158	6	77	71	3%	2	158
N/C(=N\OS(=O)(=O)c1ccc(Br)cc1)c1ccncc1	17%	35*	175*	6	84	78	0%	-35	175
O=C(CC(C(=O)O)C1CCCO1)NCc1ccccc1 (stereo not given)	-18%	nt	nt	-4	99	102	-10%	nt	nt
CC(=O)Nc1ccc(-c2nc3c(C)cccc3[nH]2)cc1	7%	-14	135	-5	76	81	-2%	14	135
O=c1cc(N2CCN(c3ccccc3)CC2)[nH]c(=O)n1Cc1ccc(F)cc1	0%	0	52	6	97	91	-4%	0	52
c1ccc2c(c1)[nH]c1nc(SCCN3CCOCC3)nnc12	-58%	-1	175	3	97	94	4%	1	175
COc1cccc(/C=N/NC(=O)c2cccc([N+](=O)[O-])c2)c1OS(=O)(=O)c1ccc(C)cc1	-4%	1	130	nt	nt	nt	3%	-1	130
Cc1ccc(S(=O)(=O)N2CCCCC2)cc1C(=O)Nc1ncn[nH]1	-9%	nt	nt	-3	103	105	28µM*	nt	nt
COc1ccc(OC)c(NC(=O)c2cc3sccc3n2C)c1	-5%	1	134	14	81	67	-3%	-1	134
O=C(Nc1cccnc1)Nc1ccccn1	17%	-1	150	8	96	88	4%	1	150
O=C(Cn1nc(C(F)F)cc1C1CC1)NCCC1=CCCCC1	-12%	-13	124	31	102	71	-9%	13	124
Cc1cc(C)n(CC(O)COCc2ccco2)n1 (stereo not given)	-20%	-29	176	1	94	93	-15%	29	176

(continued)
compound	PLAP inhibition	IL1B NFkB inh	IL1B NFkB inh cell count 2 µM	MRP reversal	MRP reversal cytotoxicity	MRP reversal with doxorubicin	Bcl-B displacement	NFkB transloc pot	NFkB transloc pot cell count 2 µM
O=C1c2ccccc2CCC12N=NCC2c1ccc(Br)cc1 (stereo not given)	22%	8	65	7	74	67	-1%	-8	65
Cn1c(C(=O)O)c(CC(=O)NCc2cccnc2)c2ccccc21	-2%	12	122	6	99	93	-6%	-12	122
CS(=O)c1ccccc1-c1nc(-c2cc(C(F)(F)F)cc(C(F)(F)F)c2)no1 (stereo not given)	-6%	-16	63	nt	nt	nt	-16%	16	63
CS(=O)(=O)N1CCN(C(=O)c2ccc(Br)s2)CC1	16%	1	79	14	100	85	0%	-1	79
